Nrf2 ARE act: Nrf2 pathway activation. AREc32 ARE-luciferase reporter (MCF7-derived line), luminescence, 24 h. Potency, µM (titrated, usually from 46.1 µM), inactives show top-dose activation, most hits filed as activators. 410,000 tested, 0.31% active; further: potency means the concentration at half of the fitted maximal effect; % of control where 0% means no effect; nearly all actives have a fitted effect of over 65% in size
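Quantitative high-throughput format: AREc32 reporter cells, 1000 per well, received compound by pin transfer and were incubated 24 hr at 37 deg C, 5% CO2, before Steady-Glo luminescence detection.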
Mm-Cpn inhibitor: M. maripaludis TRiC chaperonin inhibition; purified Mm-Cpn ATPase, ADP Transcreener TR-FRET; Potency, µM (top dose mostly 76.9 µM), without a hit: at the highest dose activity, negative = inhibition, actives largely listed as inhibitors; 330,000 tested, 0.031% active; AID 504842; further: potency means the concentration at half of the fitted maximal effect; on the % scale 0 is the no-effect control and ±100 the full control effect; nearly all actives have a fitted effect of over 80% in size
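Compound-treated chaperonin, 25 nM final, turns over 10 uM ATP at 37°C for 30 min following a 10 min preincubation; ADP generated competes with ADP-d2 for Eu-cryptate antibody, lowering FRET.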
TGFb SMAD3 inh: TGF-b pathway inhibition; HepG2 CAGA-GFP TGF-b/SMAD3 reporter, GFP fluorescence, 18 h; TGF-beta stimulated, 500 pg/mL final; Potency, µM (series often up to 46.1 µM), for inactives: top-dose activity, negative = inhibition, hits mostly inhibitors; 410,000 tested, 1.2% active; further: potency means the concentration at half of the fitted maximal effect; on the % scale 0 is the no-effect control and ±100 the full control effect; nearly all actives have a fitted effect of over 65% in size
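Read-out: total well GFP (ex488/em500-530) summed from mean per-cell fluorescence. Cells: HEPG2 CAGA-GFP, 1% FBS DMEM, 18 h at 37 degrees C with 500 pg/mL final TGF-beta. Unstimulated wells served as the full-inhibition control; stimulated DMSO wells = 0%.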
Nrf2 inh: Nrf2 pathway inhibition; A549 ARE-Fluc reporter, luciferase luminescence, 18-24 h; Potency, µM (doses to about 46 µM), inactives show at the top dose activity change, negative = inhibition, hits mostly inhibitors; 360,000 tested, 2.1% active; further: potency means the concentration at half of the fitted maximal effect; on the % scale 0 is the no-effect control and ±100 the full control effect; nearly all actives have a fitted effect of over 60% in size
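In this cell-based qHTS, ARE-driven firefly luciferase in A549 cells reports Nrf2 activity; the luminescent signal after BugLite lysis is the measured value, with a prior CellTiter-Fluor read for cell health.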
HepG2 viability: kills HepG2 cells in TGF-b inhibitor counter-screen; HepG2 CAGA-GFP viability, ATP luminescence, 18 h; Potency, µM (highest dose often 46.1 µM), for the others: at the highest dose activity change, negative = cytotoxicity, most hits filed as cytotoxic; 410,000 tested, 0.76% active; further: potency means the concentration at half of the fitted maximal effect; some results filed as inactive show a strong effect at the top dose
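HepG2 CAGA-GFP cells (1000/well, DMEM with 1% FBS) received compound, then TGF-beta at 500 pg/mL final, and were incubated 18 hours at 37 degrees C. Viability was read by CellTiter-Glo luminescence. Media-only wells were set as complete cell-killing and DMSO as no toxicity.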
Akt phos inh: inhibitors of Akt phosphorylation. 360,000 tested, 0.32% active. Neuro2A IGF-stimulated pAkt S473 HTRF, 20 min; stronger effect = lower value. activity change, % for hits at 50 µM; in the data active means activity change below about -80%; inconclusive means mostly about -51% to -80%; further: on the % scale 0 is the no-effect control and ±100 the full control effect
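Single-point screen (50 µM final compound) in Neuro2A cells stimulated 20 min with 6 nM IGF at 37 deg C. After lysis, Ser473-phosphorylated Akt read by HTRF (ex 330 nm, em 615/665 nm) as the 665/615 ratio.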
CCT chaperon mod: changes cytosolic chaperonin activity; purified chaperonin ATPase assay, HTRF ADP detection, 30 min; activity change, % (no concentration beside the values), hits read low; 360,000 tested, 0.3% active; in the data active means activity change below about -30%; further: on the % scale 0 is the no-effect control and ±100 the full control effect
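Nucleotide hydrolysis assay: TRiC at 20–40 nM final (set by batch activity) with 10 uM ATP, 30 min at 37 °C, in presence of 76 uM compound. Detection by competitive ADP HTRF, 30 min ambient.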
S2 tox: cell viability loss in ATXN counter-screen | 400,000 tested, 0.49% active | AID 651635 | S2 cells (HEK-293 line with an ATXN2-luciferase reporter) viability, CellTiter-Fluor protease fluorescence, 24 h | Potency, µM (series often up to 56.7 µM), usual class: cytotoxic; further: potency means the concentration at half of the fitted maximal effect; nearly all actives have a fitted effect of over 40% in size
A549 viability: A549 cytotoxicity, counter-screen for Nrf2 inhibitors; Potency, µM (highest dose often 46 µM), for the others: at the highest dose activity change, negative = cytotoxicity, hits mostly inhibitors; AID 504648; A549 ARE-Fluc cells, CellTiter-Fluor viability, 18-24 h; 390,000 tested, 0.16% active; further: potency means the concentration at half of the fitted maximal effect; on the % scale 0 is the no-effect control and ±100 the full control effect
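A549 ARE-Fluc cells in 5% FBS OPTI-MEM, 5000 cells/well, rested 2 h then exposed to compounds in concentration-response for 18-24 h at 37 °C. Viability by CellTiter-Fluor fluorescence (Ex 405/Em 525) after 30 min; luciferase luminescence (BugLite, 15 min, RT) read afterwards.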
Active calls of the source: *; i = inactive; ? = inconclusive; . = no result given; [ ] = another dose, or the depositor's remark. Unless noted, the call rests on the fitted dose curve; in most records, active means well fitted curve in the direction sought with a large enough effect; inconclusive means small, poorly fitted or top-dose-only effect, or another doubt; inactive means no such curve, though single readings can be large; an effect the other way counts as inactive or inconclusive.

SMILES | Nrf2 ARE act | Mm-Cpn inhibitor | TGFb SMAD3 inh | Nrf2 inh | HepG2 viability | Akt phos inh | CCT chaperon mod | S2 tox | A549 viability
O=C(O)CCCn1cc(NC(=O)c2ccc(Br)o2)cn1 | 0.2% | 3% | 1% | 0% | -2% | i | -2.0 | i | 2%
COc1ccc(OC)c(S(=O)(=O)N2CCC(C(=O)N3CCc4ccccc4C3)CC2)c1 | 0.2% | 2% | ? | -25% | -2% | i | 0.3 | i | 1%
Nc1c(-c2ccccn2)cnn1-c1nc(-c2ccc(F)cc2)cs1 | 3.8% | -1% | 20% | ? | 9% | i | 0.0 | i | 20%
Cc1c(-c2nc(-c3ccc4c(c3)OCO4)no2)nnn1-c1ccc(Br)cc1F | 3.2% | . | . | ? | -1% | . | . | . | 0%
Nc1ccc2oc3ccccc3c2c1 | 16% | -1% | 20% | ? | 8% | i | -2.1 | i | 0%
CC(C)(C)c1ccc(C(=O)Nc2cccc(C(=O)N3CCOCC3)c2)cc1 | 1.7% | -4% | -29% | 8.2µM* | -26% | i | -0.3 | i | ?
Cc1ccccc1C(=O)NNC1CC(=O)N(c2ccc3c(c2)OCCO3)C1=O (configuration not stated) | -0.1% | 0% | 6% | 11% | -21% | i | -1.8 | ? | 2%
C=CCNC(=O)C1CC(=O)N(c2ccc(C)cc2)C1 (configuration not stated) | 3.6% | -1% | -9% | 18% | -6% | i | -2.7 | i | 1%
Cc1ccc(S(=O)(=O)N2CCN(C(=O)COC(=O)/C=C/c3cccc(Cl)c3)CC2)c(C)c1 | -0.1% | . | 6% | 5% | 5% | i | -3.1 | i | 4%
CCCCNC(=O)NS(=O)(=O)c1ccc(NC(=O)C(NC(N)=O)C(C)CC)cc1 (configuration not stated) | -0.6% | -1% | -18% | 13% | -17% | i | -2.3 | i | -5%
CN(c1ncnc2c1c(-c1ccccc1)cn2-c1ccc(F)cc1)C1CCCCC1 | -0.1% | . | ? | . | -51% | . | . | . | ?
Cc1cc(C)c(S(=O)(=O)Nc2ccccc2)c(C)c1 | 0.2% | . | ? | -10% | 10% | i | -2.8 | i | 0%
COC(=O)C1CN(C(=O)COc2cc(C)cc(C)c2)c2ccccc2O1 (configuration not stated) | -0.8% | -2% | -29% | 9% | -34% | i | 2.0 | i | -1%
CCC/S(CC1CC1(Cl)Cl)=N\S(=O)(=O)c1ccc(C)cc1 (configuration not stated) | 0.0% | -1% | 0% | . | -15% | i | -0.1 | i | -18%
CN1CCN(c2ccc(CNC(=O)C3Cc4c(-c5ccc(Cl)cc5)ccnc4O3)cc2)CC1 (configuration not stated) | 2.1%[9.22 µM] | . | ? | . | -54% | i | 0.3 | ? | .
Cc1ccc2c(c1)N(CC(=O)NCCCc1ccccc1)C(=O)c1cccnc1O2 | -1.1% | -3% | 1% | -3% | -3% | i | -7.3 | i | -3%
CCCn1c(-c2cc(OC)c(OC)c(OC)c2)nc2nc3ccccc3nc21 | -0.5% | -13% | -18% | 5% | -24% | . | -11 | . | -3%
Cc1ccc(CN(C(=O)c2ccc(OCC(C)C)cc2)c2ccccn2)o1 | 5.8% | . | 4% | 19% | -21% | . | . | ? | 9%
CCCn1c(C(C)Nc2nc(-c3ccc(Cl)c([N+](=O)[O-])c3)cs2)nc2cc(Cl)c(N3CCCCC3)cc21 (configuration not stated) | 0.5% | 1% | ? | 15% | 7% | i | -2.9 | ? | -10%
Cc1[nH]nc2c1C(c1ccccc1F)NC2=O (configuration not stated) | 0.6% | 1% | 8% | 2% | 2% | i | -4.4 | i | -3%
COc1ccccc1N=C(C)C1=C(O)CC(c2ccccc2)CC1=O (configuration not stated) | 0.1% | -13% | 0% | ? | 1% | i | -1.6 | ? | -21%
COCc1nnc(NC(=O)c2ccc(S(=O)(=O)N(C)C3CCCCC3)cc2)o1 | 0.4% | 0% | -23% | ? | -37% | i | 1.3 | i | -20%
O=C(CNC(=O)c1ccncc1)N/N=C/c1cc(Br)ccc1OCc1ccccc1 | 1.6% | -2% | ? | -29% | -8% | i | -3.6 | ? | 0%
S=c1nc(COc2ccccc2)[nH]c2ccccc12 | 6.4% | -6% | 18% | ? | 3% | i | -1.5 | i | 0%
CCCNC(=O)C1(C)CCCN(C(=O)c2sccc2C)C1 (configuration not stated) | -0.4%[9.22 µM] | . | -8% | . | -3% | i | -6.2 | i | .
SMILES | Nrf2 ARE act | Mm-Cpn inhibitor | TGFb SMAD3 inh | Nrf2 inh | HepG2 viability | Akt phos inh | CCT chaperon mod | S2 tox | A549 viability
Cc1cccc(NC(=O)CSCC(=O)N(CCC(C)C)c2c(N)n(Cc3ccccc3)c(=O)[nH]c2=O)c1 | -0.5% | 3% | -1% | ? | -1% | i | 0.2 | i | -14%
Cc1nn(CC(=O)N2CCC(C)CC2)c(=O)c2cc3occc3n12 | -0.5% | . | -4% | 24% | 8% | . | . | i | 0%
COc1ccc(COC(=O)NNC(=O)c2ccc(OC)cc2)cc1 | -0.1% | 1% | 5% | 2% | -19% | i | -3.2 | i | 5%[1.84 µM]
CSc1nncc(-c2ccc(F)cc2)n1 | 13% | 0% | -4% | . | 12% | i | -2.4 | ? | 2%
COC(=O)c1c(NC(=O)CN2CCC3(O)CCCCC3C2c2ccccc2OC)sc(C)c1C (configuration not stated) | -0.1% | -12% | ? | -1% | -18% | i | -1.1 | i | 2%
CCCCOc1ccc(-c2nnn(C(C)(C)C(=O)OC)n2)cc1 | -0.2% | 0% | -9% | -1% | -26% | i | -1.0 | i | 0%
O=C(NC1CCCCC1)c1cc(Nc2ccccc2)nc2ccccc12 | 1.0% | . | ? | . | -17% | . | . | i | 7%
CC(C)(C)Sc1nc(O)cc(=O)[nH]1 | 0.2% | -4% | 2% | 1% | -1% | i | -0.7 | i | -3%
O=C(Nc1nnc(Cc2ccccc2)s1)c1cccnc1 | 0.8% | 0% | 14% | ? | 0% | i | 4.6 | i | 3%
CCOC(=O)/C(C#N)=C/c1cc2ccccc2nc1Cl | 7.9% | -2% | 6% | 3% | -20% | i | 0.5 | i | 1%
COc1ccc(CN2CCNC(=O)C2CC(=O)NCCC2=CCCCC2)cc1OC (configuration not stated) | -0.7% | -3% | -2% | 8% | -5% | i | -2.6 | i | -6%
CCCCC(=O)Nc1c2c(nn1-c1ccc(C)cc1)CS(=O)(=O)C2 | 0.0% | 1% | 103%[activator] | -4% | 1% | i | 0.5 | i | 0%
O=C(CCC1CCCC1)N1CCN(C2CCCC2)CC1 | 0.5% | 1% | -13% | ? | 8% | i | 1.7 | i | 2%
COc1ccc(NC(=O)CSc2nc3ccccc3n2CC(=O)NCc2ccc(F)cc2)cc1 | 4.1% | . | ? | . | -28% | . | . | ? | -5%
Cc1ccccc1-c1nc(CN2CCSCC2)c(C)o1 | 3.7% | 3% | -2% | -1% | 0% | i | -3.6 | i | 10%
CC1CCc2c(sc(NC(=O)COC(=O)c3ccccc3NCc3ccco3)c2C#N)C1 (configuration not stated) | 4.0% | -29% | -4% | -3% | -32% | i | -1.8 | i | -9%
CCOC(=O)c1c(C)[nH]c(C(=O)C(C)OC(=O)c2ccc(NC(=O)CC#N)cc2)c1C (configuration not stated) | -0.5% | -22% | ? | ? | -7% | i | 1.6 | i | -10%
O=C(COc1ccc(-c2nnc(N3CCCCC3)c3ccccc23)cc1)N1CCCCC1 | 3.3% | -10% | 18µM* | ? | -32% | i | -0.2 | i | -19%
CC1CCN(S(=O)(=O)c2ccc(NC(=O)c3ccco3)cc2)CC1 | 0.0% | 0% | 0% | ? | -3% | i | 4.5 | i | -2%
COc1cccc(CN2CCN(Cc3c(C)nn(C(C)C)c3C)CC2CCO)c1 (configuration not stated) | -0.4% | 3% | -8% | -12% | -61% | i | 1.1 | i | 11%
O=C(O)CCCC(=O)NNC(=O)c1cccc(Br)c1 | -0.5% | -2% | 8% | 11% | 1% | i | -1.2 | i | -4%
Cc1cc(OCc2nn[nH]n2)c2c(-c3ccccc3)cc(=O)oc2c1 | -0.6% | -2% | 8% | 5% | 1% | i | -0.3 | i | .
COc1cc(/C=N/NC(=O)CC(=O)NC2CCCCC2)ccc1O | 1.7% | -1% | -7% | 9% | -41% | i | 0.4 | i | -5%
Cc1ccc(NC(=O)CN2CCCCC2)c2c1CC(C)(C)O2 | 0.1% | -2% | -7% | -5% | -22% | i | -1.4 | i | 8%
Cc1ccc(N/N=C(\C#N)C(=N)N2CCCCCC2)cc1 | 0.3% | 1% | -16% | ? | -23% | i | -1.0 | i | -18%
CCOC(=O)CCNC(=O)c1ccc2nc(C3CCCCC3)oc2c1 | -0.5% | -1% | -2% | ? | -1% | i | -2.2 | i | 2%
Cc1cc(NC(=O)COC(=O)c2ccco2)no1 | -0.7% | 3% | 11% | -9% | 0% | i | -4.0 | i | 0%
NC(N)=NS(=O)(=O)c1ccc(N)cc1 | 0.5% | 0% | 0% | 12% | 5% | i | -0.1 | i | 1%
Cc1ccc(OCCC(=O)OCC(=O)NC(=O)NCc2ccccc2)cc1 | 0.3% | 1% | -7% | 5% | 0% | i | 1.6 | i | 3%

Exported with each value named: 2 of the compounds above.
COC(=O)c1c(NC(=O)CN2CCC3(O)CCCCC3C2c2ccccc2OC)sc(C)c1C (configuration not stated)
  Nrf2 ARE act: -0.1%
  Mm-Cpn inhibitor: -12%
  TGFb SMAD3 inh: ?
  Nrf2 inh: -1%
  HepG2 viability: -18%
  Akt phos inh: i
  CCT chaperon mod: -1.1
  S2 tox: i
  A549 viability: 2%

COc1ccc(NC(=O)CSc2nc3ccccc3n2CC(=O)NCc2ccc(F)cc2)cc1
  Nrf2 ARE act: 4.1%
  Mm-Cpn inhibitor: .
  TGFb SMAD3 inh: ?
  Nrf2 inh: .
  HepG2 viability: -28%
  Akt phos inh: .
  CCT chaperon mod: .
  S2 tox: ?
  A549 viability: -5%

Source: PubChem (National Center for Advancing Translational Sciences (NCATS))
